# Coupling enz: qHTS Assay for Inhibitors of Fructose-1,6-bisphosphate Aldolase from Giardia Lamblia: Coupling assay counterscreen | coupling enzyme system counterscreen, AmpLite Red fluorescence | activity change, negative = inhibition, % at 58.2 µM, hits read low | 290,000 tested, 0.67% active | AID 2472, 2010; in the data active = activity change below about -30%; also: % is scaled to controls: 0 for no effect and ±100 for the full control effect
#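 First, compound is pin-transferred into glyceraldehyde-3-phosphate coupling-enzyme reagent at 57.5 uM final and held 10 min at RT. Next, substrate, coupling system and AmpLite Red are added. After 20 min RT, fluorescence (525/598 nm) is read.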
# Giardia kill: Small Molecules that selectively kill Giardia lamblia: qHTS; Giardia lamblia trophozoite viability; activity change, % at 7.66 µM, hits read low; 340,000 tested, 0.15% active; AID 540267, 2011; in the data active = activity change below about -80%; inconclusive = between about -30% and that limit;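 also: parasites exposed to compound for two days anaerobically before the ATP read; % is scaled to controls: 0 for no effect and ±100 for the full control effect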
#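 Compounds were tested on trophozoites seeded at 100 cells/well and held 48 hrs at 37 deg C anaerobically. An ATP-based luminescent kit measured the remaining live cells.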
# B2AR arrestin: qHTS assay of beta-arrestin-biased ligands of beta2-adrenergic receptor | beta-arrestin recruitment to beta2AR, cell-based reporter | 330,000 tested, 0.02% active | Potency, µM (titrated, usually from 46.1 µM), without a hit: at the top dose activation, most hits filed as activators;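 also: potency is read from the fitted curve at half-maximal effect; 0% = DMSO controls and full agonism = EC100 isoproterenol or metaproterenol; nearly all actives have a fitted effect of over 65% in size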
# CXXC DNA block: qHTS Fluorescence Polarization Assay for Inhibitors of MLL CXXC domain - DNA interaction; MLL-CXXC / FITC-HOXA9 DNA fluorescence polarization; Potency, µM (series often up to 115 µM), without a hit: at the highest dose activity change, negative = inhibition, usual class: inhibitors; 290,000 tested, 0.037% active; AID 2662, 2010; active = well fitted inhibition curve with a large enough effect in the polarisation, with a control signal flat, not every such curve was filed as active; inconclusive = small, poorly fitted or top-dose-only effect, or effect the other way, or a change in a side signal; inactive = no such curve, though single readings can be large or run the other way; the % refers to the polarisation; also: potency is read from the fitted curve at half-maximal effect
#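 Purified MLL-CXXC (added from a 7 uM solution) was preincubated 5 min at ambient with pinned compounds in 50 mM Tris-HCl pH 7.5, 50 mM NaCl, 1 mM DTT, 0.05% BSA. Fluorescein-labeled HOX-A9 DNA (50 nM solution) followed, 30 min, then polarization read.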
# PKM2 act: qHTS Assay for Activators of Human Muscle isoform 2 Pyruvate Kinase; Potency, µM (top dose mostly 57.5 µM), for inactives: at the highest dose activation, actives largely listed as activators; Pyruvate kinase PKM (Homo sapiens), P14618; 260,000 tested, 0.34% active; purified PKM2, Kinase-Glo ATP luminescence, activation; response scale: 0% is enzyme alone, no compound; AID 1631, 2009; also: potency is read from the fitted curve at half-maximal effect; % is scaled to controls: 0 for no effect and ±100 for the full control effect; nearly all actives have a fitted effect of over 55% in size
# Target sequence (P14618 whole entry, looked up, canonical isoform): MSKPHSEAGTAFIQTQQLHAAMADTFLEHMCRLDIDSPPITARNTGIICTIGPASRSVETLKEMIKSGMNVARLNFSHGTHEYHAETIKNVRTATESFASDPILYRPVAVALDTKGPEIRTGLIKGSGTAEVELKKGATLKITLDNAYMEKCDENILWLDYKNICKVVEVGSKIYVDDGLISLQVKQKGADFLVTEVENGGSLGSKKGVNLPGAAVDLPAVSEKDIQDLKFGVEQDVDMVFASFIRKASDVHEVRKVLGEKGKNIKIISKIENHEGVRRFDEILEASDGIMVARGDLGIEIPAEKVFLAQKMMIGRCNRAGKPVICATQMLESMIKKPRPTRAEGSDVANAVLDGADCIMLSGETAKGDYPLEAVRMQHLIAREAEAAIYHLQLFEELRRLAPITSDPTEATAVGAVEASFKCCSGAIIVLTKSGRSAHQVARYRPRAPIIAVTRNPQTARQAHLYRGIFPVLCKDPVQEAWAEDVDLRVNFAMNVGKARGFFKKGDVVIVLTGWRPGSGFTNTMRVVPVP
#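 Purified hPK-M2 (>95% pure) converted ADP (0.1 mM final) to ATP with 0.5 mM PEP in 50 mM imidazole pH7.2, KCl, MgCl2, Tween 20, BSA; 1 h at room temperature. ATP detected by Kinase-Glo luminescence.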
# Menin-MLL TR inh: qHTS Assay for Inhibitors Targeting the Menin-MLL Interaction in MLL Related Leukemias: Competition With Texas Red Labeled MLL-derived Mutant Peptide | O00255 | Menin + Texas Red MLL mutant peptide, fluorescence polarization | Potency, µM (doses to about 61.6 µM), for the others: at the highest dose FP activity change, negative = inhibition, most hits filed as inhibitors | 270,000 tested, 0.23% active | AID 1768, 2009; active = well fitted inhibition curve with a large enough effect in the polarisation, with a control signal flat, not every such curve was filed as active; inconclusive = small, poorly fitted or top-dose-only effect, or effect the other way, or a change in a side signal; inactive = no such curve, though single readings can be large or run the other way; the % refers to the polarisation; also: potency is read from the fitted curve at half-maximal effect; % of control where 0% means no effect; many of its hits are not listed in these tables
# KCNH2 3.1 inh: qHTS for Inhibitors of KCHN2 3.1: Mutant qHTS | AID 720553, 2013 | activity change, % (tested at about 1.8 µM) | U2OS KCNH2 3.1, thallium flux FluxOr; active compounds read low | 340,000 tested, 0.95% active | Potassium voltage-gated channel subfamily H member 2, brain isoform KCNH2 3.1 (human);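 active = maximum activity change below -70%; inconclusive = maximum activity change from -70% to -50%; inactive = maximum activity change above -50%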;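 also: thallium influx rate constant from kinetic fluorescence after stimulation buffer; % is scaled to controls: 0 for no effect and ±100 for the full control effect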
#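 We transduce U2OS cells with the mutant 3.1 virus, culture them overnight, load FluxOr with Red40 quencher for 45 min, then add stimulation buffer and read kinetically for 2 min to derive a normalized rate constant.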
# hERG WT inh: qHTS for Inhibitors of KCHN2 3.1: Wildtype qHTS | Voltage-gated inwardly rectifying potassium channel KCNH2 (Homo sapiens), Q12809 | U2OS, BacMam KCNH2, thallium flux FluxOr; active compounds read low | activity change, % at 1.84 µM | 340,000 tested, 0.37% active;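 active = maximum activity change below -70%; inconclusive = maximum activity change between -70% and -50%; inactive = maximum activity change above -50%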; also: % is scaled to controls: 0 for no effect and ±100 for the full control effect
#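 U2OS cells transduced with wild-type KCNH2 virus are loaded with FluxOr dye for 45 min, and thallium flux is measured in kinetic reads before and after stimulation buffer. Rate constants are normalized to DMSO controls.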
# TRPV1 ag: HTS Assay for Compounds that Act as Agonists of the Vanilloid Receptor 1 | Transient receptor potential cation channel subfamily V member 1 (Homo sapiens), Q8NER1 | TRPV1-expressing cells, Fluo-8 calcium influx, agonist mode | activation, % at 8.33 µM | 320,000 tested, 0.19% active; in the data active = activation above about 80%; inconclusive = between about 30% and that limit; also: 0% is about no effect
#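 Fluo-8 calcium influx in TRPV1-expressing cells, kinetic read (ex 480/em 520 nm). Compound added and read 3 min for agonist activity, followed by capsaicin at EC20 final and 2 min further read for enhancement.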
# USP2a inh: qHTS Assay for Inhibitors of Ubiquitin-specific Protease USP2a Using CHOP2 as the Reporter. Ubiquitin carboxyl-terminal hydrolase 2 (Homo sapiens), O75604. USP2 core, Ub-CHOP2 coupled fluorogenic reporter, 485/531. Potency, µM (series often up to 38.3 µM), inactives show at the top dose activity change, negative = inhibition, most hits filed as inhibitors. 330,000 tested, 0.01% active;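 also: potency is read from the fitted curve at half-maximal effect; plate controls were DMSO wells for no effect and full inhibition by NEM control for full effect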
#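 Deubiquitinase activity read as fluorescence (485/531 nm) after Ub-CHOP2 cleavage activates the enterokinase reporter on its substrate; USP2 core 10nM, Ub-CHOP2 and substrate 25nM each, 30min compound preincubation then 60min RT; data normalized to NEM, curves fitted.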
# GALK inh: qHTS Assay for Inhibitors of Human Galactokinase (GALK); P51570; Purified GALK, Kinase-Glo residual ATP luminescence; Potency, µM (top dose mostly 57.5 µM), inactives show top-dose activity change, negative = inhibition, most hits filed as inhibitors; 270,000 tested, 0.007% active; AID 1868, 2009; also: potency is read from the fitted curve at half-maximal effect; % is scaled to controls: 0 for no effect and ±100 for the full control effect
# Target sequence (P51570 whole entry, looked up): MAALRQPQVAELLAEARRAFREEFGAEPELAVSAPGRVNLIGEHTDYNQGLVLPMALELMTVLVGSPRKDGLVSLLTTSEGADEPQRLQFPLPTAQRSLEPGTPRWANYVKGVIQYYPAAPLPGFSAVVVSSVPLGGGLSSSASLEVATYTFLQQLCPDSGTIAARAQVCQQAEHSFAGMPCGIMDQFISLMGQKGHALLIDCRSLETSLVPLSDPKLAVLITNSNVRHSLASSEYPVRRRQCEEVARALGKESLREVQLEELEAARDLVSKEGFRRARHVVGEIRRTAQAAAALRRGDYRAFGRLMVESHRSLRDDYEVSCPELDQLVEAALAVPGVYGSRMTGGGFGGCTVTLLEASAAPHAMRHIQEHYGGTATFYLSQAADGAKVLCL
#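 Quantitative HTS: GALK 5 nM, ATP 35 uM, galactose 100 uM, 1 h room temperature, then luciferase-based ATP detection.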
# * marks the source's active call; other numbers are inactive results; ? = inconclusive; . = not tested or not shown; [ ] = remark or other dose. Unless noted, calls follow the shape of the dose curve; as a rule, active = well fitted curve in the direction sought with a large enough effect; inconclusive = small, poorly fitted or top-dose-only effect, or another doubt; inactive = no such curve, though single readings can be large; an effect the other way counts as inactive or inconclusive. A portion of the library, so the mix of outcomes need not match the whole.
SMILES,Coupling enz,Giardia kill,B2AR arrestin,CXXC DNA block,PKM2 act,Menin-MLL TR inh,KCNH2 3.1 inh,hERG WT inh,TRPV1 ag,USP2a inh,GALK inh
N#Cc1cccc(C(=O)OCC(=O)N2CCCc3ccccc32)c1,.,4,0.1%,.,.,.,-19,4,9,1%,.
CCOC(=O)c1c(C)[nH]c(C(=O)COC(=O)c2oc3ccc(OC)cc3c2C)c1C,8,3,0.2%,1%,-3%,0%,-1,17,0,-2%,0%
Cc1nnc2n(c1=O)C(CS(=O)(=O)c1ccccc1)CS2 (stereo not given),0,8,-1.7%,4%,3%,12%,-16,3,0,4%,2%
CC(=O)NCC(=O)N1CCC(n2nccc2NC(=O)CCCc2ccccc2)CC1,.,-3,0.2%,4%,-6%,.,.,-2,3,-2%,-3%
O=C1CC(NNc2nc3ccccc3s2)C(=O)N1c1ccc(F)cc1 (stereo not given),2,3,0.0%,0%,-2%,.,-3,1,8,1%,3%
COC(=O)c1ccc(Oc2nc(Nc3ccccc3)nc(N(C)C)n2)cc1,1,13,-0.1%,21%,-11%,-16%,2,-9,16,-2%,-1%
Fc1ccc(OCc2nc3ccccc3s2)cc1,1,-12,-0.2%,42%[activator],-18%,-9%,3,-1,-1,2%,-1%
CCN(CC)S(=O)(=O)c1ccc(C(=O)Nc2c3c(nn2C(C)(C)C)CS(=O)(=O)C3)cc1,0,-12,0.0%,-2%,8%,6%,-17,7,3,1%,0%
CC(C)(C)c1ccc(C(=O)N2CCC(C(=O)NCc3ccco3)CC2)cc1,0,10,0.0%,-4%,-2%,-13%,0,-14,3,1%,0%
O=C(CN1CCCCCC1=O)OCc1ncc(-c2ccccc2)o1,7,10,1.0%,4%,-4%,-9%,-3,-12,7,1%,9%
Cc1ccc(C)c(OCC(=O)NNC(=O)c2ccc(=O)[nH]c2)c1,.,-25,0.1%,.,.,.,2,0,-1,3%,.
Cc1ccc(-n2nc3c(=O)n(CCCC(=O)NCCN4CCN(C)CC4)nc(C)c3c2C)cc1,.,5,-0.2%,-9%,.,.,11,-5,22,-3%,5%
CN(C)S(=O)(=O)c1ccc(C(=O)Nc2ccn(C)n2)cc1,-1,2,-0.3%,-2%,5%,19%,17,-5,0,0%,-3%
CN(CC1CCCO1)S(=O)(=O)c1ccc(C(=O)Nc2nnc(-c3ccccc3)o2)cc1 (stereo not given),.,8,0.5%,5%,-4%,.,-30,-5,0,2%,-6%
N#C/C(=C(/O)COC(=O)c1ccc(O)cc1)c1nc2ccccc2[nH]1,-6,-21,3.4%,0%,-2%,.,5,-41,1,-2%,-1%

# Part of the list above in order of length of the SMILES, highest first:
SMILES,Coupling enz,Giardia kill,B2AR arrestin,CXXC DNA block,PKM2 act,Menin-MLL TR inh,KCNH2 3.1 inh,hERG WT inh,TRPV1 ag,USP2a inh,GALK inh
CCN(CC)S(=O)(=O)c1ccc(C(=O)Nc2c3c(nn2C(C)(C)C)CS(=O)(=O)C3)cc1,0,-12,0.0%,-2%,8%,6%,-17,7,3,1%,0%
CN(CC1CCCO1)S(=O)(=O)c1ccc(C(=O)Nc2nnc(-c3ccccc3)o2)cc1 (stereo not given),.,8,0.5%,5%,-4%,.,-30,-5,0,2%,-6%
CCOC(=O)c1c(C)[nH]c(C(=O)COC(=O)c2oc3ccc(OC)cc3c2C)c1C,8,3,0.2%,1%,-3%,0%,-1,17,0,-2%,0%
Cc1ccc(C)c(OCC(=O)NNC(=O)c2ccc(=O)[nH]c2)c1,.,-25,0.1%,.,.,.,2,0,-1,3%,.
O=C1CC(NNc2nc3ccccc3s2)C(=O)N1c1ccc(F)cc1 (stereo not given),2,3,0.0%,0%,-2%,.,-3,1,8,1%,3%
Cc1nnc2n(c1=O)C(CS(=O)(=O)c1ccccc1)CS2 (stereo not given),0,8,-1.7%,4%,3%,12%,-16,3,0,4%,2%
O=C(CN1CCCCCC1=O)OCc1ncc(-c2ccccc2)o1,7,10,1.0%,4%,-4%,-9%,-3,-12,7,1%,9%

# Additional structures.
SMILES,Coupling enz,Giardia kill,B2AR arrestin,CXXC DNA block,PKM2 act,Menin-MLL TR inh,KCNH2 3.1 inh,hERG WT inh,TRPV1 ag,USP2a inh,GALK inh
COc1cccc(CNS(=O)(=O)c2cc3c4c(c2)CCC(=O)N4CCC3)c1,.,29,-1.7%,.,.,.,8,-11,-4,0%,.
COC(=O)/C(=N/Nc1ccc(C)cc1)N1CCCc2ccccc21,-13,2,-0.8%,5%,-1%,-16%,-17,0,22,0%,-3%
O=S(=O)(c1ccccc1)c1nc(-c2ccc(Cl)cc2)oc1NCCCN1CCOCC1,.,6,-0.2%,.,.,.,-23,35,9,0%,.
O=C1N=C(N2CCOCC2)S/C1=C\c1ccc(OS(=O)(=O)c2ccccc2)cc1,2,-11,0.1%,1%,2%,16%,-34,-1,?,0%,6%
O=C(CNS(=O)(=O)c1ccc(Cl)cc1)NC1CCCCC1,.,11,0.4%,.,.,.,12,-1,18,1%,.
O=C(O)c1ccc(CN2C(=O)c3cccc4c([N+](=O)[O-])ccc(c34)C2=O)cc1,2,12,-0.3%,?,.,?,-1,0,0,11%,-13%
O=C(COC(=O)C1CC2C=CC1C2)Nc1ccc([N+](=O)[O-])cc1 (stereo not given),.,-9,-0.5%,.,.,.,1,-2,.,0%,.
Cc1ccc(S(=O)(=O)NCCn2cnc([N+](=O)[O-])n2)cc1,1,-12,-0.7%,15%,-4%,-26%,16,1,-1,-1%,1%
COc1ccc(N2CC(C(=O)N3CCC4(CC3)CC(=O)c3ccccc3O4)CC2=O)cc1 (stereo not given),.,-14,0.4%,.,.,.,-6,31,0,1%,.
CCOc1ccc(CCNC(=O)c2nnn(CC(=O)Nc3ccccc3C)c2N)cc1OCC,.,1,0.2%,24%,.,.,-1,1,0,1%,-5%
Cc1ccc(NC(=O)C(=O)NNC(=O)c2ccccc2C)cc1Cl,7,-20,-0.4%,-22%,-1%,23%,20,-37,-1,3%,3%
CCc1ccc(NC(=O)CCn2c(=O)c3cccn3c3ccccc32)cc1,.,12,0.5%,14%,.,.,-1,-8,1,-2%,-2%
O=C(CCCOc1ccccc1)NCCc1ccccc1,3,8,-0.3%,-6%,4%,7%,8,2,24,2%,0%
CCOc1ccc2oc(C(=O)OC(C(=O)NC(N)=O)C(C)C)c(C)c2c1 (stereo not given),2,-16,-1.0%,-13%,-7%,.,3,-4,1,0%,8%
CCCC(=O)Nc1ccc(NC(=O)c2ccco2)c(OC)c1,-1,-14,-0.1%,-4%,-7%,-18%,4,-3,0,7%,-3%
CCOc1ccc(NC(=O)N2CCC(c3nc4ccccc4[nH]3)CC2)cc1,2,0,-0.1%,11%,0%,2%,-27,-9,?,0%,7%
COc1cc(/C=N/NC(=O)c2ccc(Cl)c(S(N)(=O)=O)c2)ccc1OCC(N)=O,3,-7,-0.6%,-2%,21%,.,22,-142*,2,1%,.
CCN(CC(=O)NCc1ccc(Cl)cc1)C(=O)c1ccc(S(=O)(=O)NCc2ccco2)cc1,.,-3,0.0%,-8%,-8%,.,.,0,6,-2%,7%
